Bioassay records as filed in PubChem BioAssay.
DAGLB inh: blocks human DAGLB lipase activity; inhibition, % at 5.17 µM; HEK293T DAGLB membrane lysate, EnzChek fluorogenic substrate; actives 0.059% (n = 340,000); Q8NCG7; AID 504411; in the data active means inhibition above about 34%;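 further: 0% = enzyme with vehicle and 100% = wells lacking enzyme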
Target sequence (Q8NCG7 whole entry, looked up): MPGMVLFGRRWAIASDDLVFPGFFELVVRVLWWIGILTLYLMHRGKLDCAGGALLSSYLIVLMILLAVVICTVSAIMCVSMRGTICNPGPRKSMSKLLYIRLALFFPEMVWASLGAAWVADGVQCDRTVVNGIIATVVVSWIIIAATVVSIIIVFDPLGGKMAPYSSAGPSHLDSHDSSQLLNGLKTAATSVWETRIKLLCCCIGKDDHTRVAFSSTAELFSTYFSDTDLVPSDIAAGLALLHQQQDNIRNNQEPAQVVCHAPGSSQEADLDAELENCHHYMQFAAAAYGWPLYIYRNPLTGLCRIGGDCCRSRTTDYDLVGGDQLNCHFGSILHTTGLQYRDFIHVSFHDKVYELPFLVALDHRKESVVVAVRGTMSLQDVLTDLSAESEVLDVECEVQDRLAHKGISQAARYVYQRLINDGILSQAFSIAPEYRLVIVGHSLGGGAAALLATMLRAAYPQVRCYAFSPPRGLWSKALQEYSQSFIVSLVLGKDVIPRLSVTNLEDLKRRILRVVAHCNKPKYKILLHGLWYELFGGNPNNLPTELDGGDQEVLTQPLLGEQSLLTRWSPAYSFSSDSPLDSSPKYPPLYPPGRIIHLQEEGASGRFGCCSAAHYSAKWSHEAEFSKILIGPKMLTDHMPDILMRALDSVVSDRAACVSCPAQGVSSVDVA
PKA-R2B act: PKA-R2B complex activation; P22694+P31323; PKA-R2B holoenzyme dissociation, Cy5-IP20 fluorescence polarization; R2B truncated from residue 108, S112A mutant; 0% DMSO only, 100% 113 µM cGMP; activation, % at 11.4 µM; actives 0.079% (n = 340,000);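 active means activation above a cutoff set at the mean over all compounds plus 3 SD, cut at about 18% in these data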;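 further: higher means more holoenzyme dissociation and a rise in polarization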
Target sequence (P31323 whole entry, looked up, other chains not shown, the tested form may be a part): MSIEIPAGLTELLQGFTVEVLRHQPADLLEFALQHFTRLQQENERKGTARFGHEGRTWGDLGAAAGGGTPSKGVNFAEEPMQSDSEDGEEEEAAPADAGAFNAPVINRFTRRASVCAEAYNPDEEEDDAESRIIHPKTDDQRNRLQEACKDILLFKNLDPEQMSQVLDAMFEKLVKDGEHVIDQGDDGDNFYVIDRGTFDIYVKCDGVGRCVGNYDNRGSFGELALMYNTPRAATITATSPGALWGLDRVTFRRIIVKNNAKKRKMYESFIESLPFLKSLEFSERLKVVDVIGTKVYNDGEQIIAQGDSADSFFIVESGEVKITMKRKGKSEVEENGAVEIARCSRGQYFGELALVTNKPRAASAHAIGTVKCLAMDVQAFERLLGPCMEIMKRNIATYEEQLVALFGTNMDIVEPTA
* = called active by the depositor. Only part of the results is shown; rates above refer to the full screens.

smiles	DAGLB inh	PKA-R2B act
COc1ccccc1C(=O)NC1CC2CCCC(C1)N2Cc1ccccc1 (centres undefined)	0.0	-0.2
O=C(CSc1nnc2ccc(-c3ccccn3)nn12)Nc1ccc(F)cc1	-1.6	-14.0
CC(=O)c1ccc(Cc2ccc(C(C)=O)s2)s1	-11.8	5.7
CCN(CC)C(=O)C(C)N1c2cccc3cccc(c23)S1(=O)=O (centres undefined)	-2.5	2.7
CN(C)c1ccc(/C=C2\c3ccccc3C(=O)N2c2ccccc2)cn1	-4.5	-1.1
CCN1C(=O)[C@H]2[C@@H](c3ccccc3)N[C@]3(CCCN(Cc4ccccc4)C3=O)[C@H]2C1=O	1.8	2.4
Nc1ncnc2nn(C3OC(CO)C(O)C3O)nc12 (centres undefined)	-2.8	-15.8
CCc1ccc(N2CC(C(=O)Nc3ccc(OC)c(S(=O)(=O)N4CCOCC4)c3)CC2=O)cc1 (centres undefined)	2.0	-5.6
Cc1cccc(NC(=O)CN2CCN(C(=O)c3cc(C4CC4)nn3-c3ccccc3)CC2)c1C	-1.7	0.1
COc1ccccc1C(=O)NC(=S)Nc1ccc(N2CCOCC2)cc1	1.0	-8.7
CCOC(=O)CCCCCC(=O)Nc1ccc2c(c1)C(=O)N([C@H](C)CO)C[C@H](C)[C@@H](CN(C)C(=O)Nc1ccccc1)OCCCC[C@@H](C)O2	-2.0	-5.9
COCCCN1C(=O)C(CC(=O)NC(c2ccccc2)c2ccccc2)CC(C(=O)N(C)C)=C1C (centres undefined)	-0.5	-7.5
COc1ccc(S(=O)(=O)N2CCOCC2)cc1NC(=O)c1c(C)noc1C	-2.7	-6.3
CC1=C(C(=O)N2CCOCC2)CC(CC(=O)NC2CCCCC2)C(=O)N1Cc1ccc(F)cc1 (centres undefined)	-1.7	2.0
O=C(CSc1nnc(CNC(=O)c2c(F)cccc2F)o1)c1ccc(Cl)cc1	-5.8	-5.9
O=C(NCC(c1ccco1)N1CCCC1)c1cccc(S(=O)(=O)N2CCc3ccccc32)c1 (centres undefined)	-4.5	5.3
COc1ccc(N2CCN(CC(=O)Nc3ccccc3C(=O)NC(C)c3ccccc3)CC2)cc1 (centres undefined)	-2.9	7.4
O=C(COC(=O)c1cc(S(=O)(=O)N2CCCCC2)ccc1N1CCOCC1)c1ccccc1Cl	-2.1	-2.8
O=C(CCC1CCN(Cc2nccs2)CC1)Nc1ccccc1	-4.4	8.7
COc1ccc(N2CCN(CCCn3ccc(NC(=O)OCc4ccccc4)nc3=O)CC2)cc1	-0.4	-3.0
CCOc1ccccc1NC(=O)C(OC(=O)c1cnc(C)cn1)c1ccccc1 (centres undefined)	-0.8	3.8
CC1CCCN(S(=O)(=O)c2ccc3[nH]c(=O)cc(C(=O)NCCCN4CCCCCC4)c3c2)C1 (centres undefined)	-1.4	-10.0
C[C@@H]1CN([C@H](C)CO)C(=O)CCCn2cc(nn2)CO[C@H]1CN(C)C(=O)NC1CCCCC1	-0.2	3.0
C[C@H](CO)N1C[C@H](C)[C@H](CN(C)C(=O)CCC(F)(F)F)OCc2cnnn2CCCC1=O	-2.4	-1.3
Cc1cc(NS(=O)(=O)c2ccc(NC(=O)c3ccc(Cl)nc3)cc2)nc(C)n1	-2.6	-7.8
C[C@@H]1CN([C@H](C)CO)C(=O)CCCn2nncc2CO[C@@H]1CN(C)C(=O)Nc1ccc(N2CCN(C)CC2)cc1	-0.7	-9.0
CCc1ccccc1NC(=O)CNC(=O)CCC(=O)c1cc(C)sc1C	-0.9	-9.2
O=C(O)C=Cc1c[nH]c2nccnc12	-1.2	1.1
O=C1OCC/C1=C1/NCCNC1=O	-1.6	6.8
C[C@@H]1Cn2cnc(C(=O)Nc3ccc(CNC(=O)OC(C)(C)C)cc3)c2C(=O)N1	-5.1	-0.2

Whole records, looked up by structure. Order of screens: DAGLB inh	PKA-R2B act
Shown for C[C@@H]1CN([C@H](C)CO)C(=O)CCCn2nncc2CO[C@@H]1CN(C)C(=O)Nc1ccc(N2CCN(C)CC2)cc1 = -0.7	-9.0
Shown for O=C(O)C=Cc1c[nH]c2nccnc12 = -1.2	1.1

Next compounds
smiles	DAGLB inh	PKA-R2B act
CCCCN(C(=O)COC(=O)c1sccc1C)c1c(N)n(CCC)c(=O)[nH]c1=O	1.7	-0.8
Cc1cccnc1NS(=O)(=O)c1ccccc1	-2.1	-0.3
COc1ccc(C(=O)OCC(=O)NC23CC4CC(CC(C4)C2)C3)c(O)c1	-8.2	2.1
O=C(CC(NC(=O)OCc1ccccc1)c1nn[nH]n1)OCc1ccccc1 (centres undefined)	1.4	0.0
C[C@@H]1CCCCO[C@@H](CN(C)S(=O)(=O)c2cccs2)[C@@H](C)CN([C@H](C)CO)C(=O)c2cc(NS(=O)(=O)c3ccccc3)ccc2O1	-2.0	-0.9
C[C@@H]1CN([C@@H](C)CO)C(=O)c2cc(N(C)C)ccc2O[C@@H](C)CCCCO[C@@H]1CN(C)S(=O)(=O)c1cccs1	0.6	-4.3
C#CCN(C[C@@H]1[C@@H](OC(=O)NCc2ccco2)[C@@H](OC(=O)NCc2ccco2)Cn2c(=O)n(CCCCCC)c(=O)n21)S(=O)(=O)c1ccc(C)cc1	3.5	-10.9
COc1cc(C(=O)N2CCOC23CCN(Cc2ccccc2)CC3)cc(OC)c1OC	-2.2	5.0
COc1ccc(Cl)cc1NC(=O)C1CC(c2ccccc2Cl)=NO1 (centres undefined)	-8.2	1.3
COCC(=O)Nc1ccc2c(c1)[C@@H]1C[C@H](CC(=O)OC)O[C@@H](CO)[C@@H]1O2	-0.4	1.1
O=C(O)c1ccc(CNC(=O)C2CCN(S(=O)(=O)c3cccs3)CC2)cc1	0.7	1.8
COc1cccc(CN(C)C(=O)c2ccc(S(=O)(=O)Nc3ccccc3C)cc2)c1OC	0.5	3.7
Cc1ccc(NC(=O)c2ncn(CCCNCC3CCCCC3)n2)cc1C	1.6	-2.4
CCC(c1ccccc1)c1noc(CCN(CC)CC)n1 (centres undefined)	-2.4	1.6
ON=C(c1ccccc1)c1ccc2c3c(cccc13)CC2	-11.2	-6.2

Some of these compounds in order of the DAGLB inh value, largest number first.
smiles	DAGLB inh	PKA-R2B act
C#CCN(C[C@@H]1[C@@H](OC(=O)NCc2ccco2)[C@@H](OC(=O)NCc2ccco2)Cn2c(=O)n(CCCCCC)c(=O)n21)S(=O)(=O)c1ccc(C)cc1	3.5	-10.9
Cc1ccc(NC(=O)c2ncn(CCCNCC3CCCCC3)n2)cc1C	1.6	-2.4
O=C(O)c1ccc(CNC(=O)C2CCN(S(=O)(=O)c3cccs3)CC2)cc1	0.7	1.8
COc1ccc(Cl)cc1NC(=O)C1CC(c2ccccc2Cl)=NO1 (centres undefined)	-8.2	1.3
ON=C(c1ccccc1)c1ccc2c3c(cccc13)CC2	-11.2	-6.2

The results go on:
smiles	DAGLB inh	PKA-R2B act
Cc1ccc([C@H]2C[C@H](n3cc(C4CC4)nn3)[C@@H](O)CN2C(=O)c2cccs2)cc1	0.3	-2.4
CC(C)(C)c1csc(NC(=O)CCS(=O)(=O)c2ccc(F)cc2)n1	-5.8	-5.3
COc1ccc([C@H]2C[C@@H](n3cc(COC(=O)c4ccccc4)nn3)[C@H](O)CN2C(=O)C2CCCCC2)cc1	-6.4	3.2
CCc1c(O)nc(SCC(=O)Nc2ccccc2)n(-c2ccccc2C)c1=O	-0.4	6.9
O=C1[C@H]2[C@@H](c3ccccc3)N[C@]3(CCCN(Cc4ccc(Br)cc4)C3=O)[C@H]2C(=O)N1Cc1ccccc1	-4.7	-4.9
CCCNC(=O)C[C@@H]1C[C@H]2c3cc(NC(=O)c4ccc5c(c4)OCO5)ccc3O[C@H]2[C@@H](CO)O1	1.3	-4.7
O=C(Cn1ccnc1[N+](=O)[O-])N(CCO)CCO	-0.7	-9.9
COc1ccc(C(=O)NCC2(c3ccc(OC)c(OC)c3)CCCC2)cc1OC	0.6	-2.2
Cc1cc(NC(=O)CN2C(=O)/C(=C/c3ccc(C(C)C)cc3)SC2=S)no1	-0.1	2.4
CC(C)C1C(=O)N(Cc2cn(CCC3OCCO3)nn2)CCS(=O)(=O)N1Cc1ccc(-c2ccc(F)cc2)cc1 (centres undefined)	1.8	0.8
CCOc1ccc(OCCC(=O)OCC(=O)c2c(N)n(CC(C)C)c(=O)n(C)c2=O)cc1	-2.1	-8.6
Cc1ccc([C@H]2C[C@H](n3cc(COC(=O)c4ccccc4)nn3)[C@@H](O)CN2C(=O)c2cccs2)cc1	0.0	3.8
CC(=O)N1N=C(N)SC1c1ccc(Cl)c(Cl)c1 (centres undefined)	-1.3	6.5
Cc1cn([C@H]2C[C@H](O)[C@@H](CNCc3ccc(N4CCN(C)CC4)cc3F)O2)c(=O)[nH]c1=O	-0.7	7.2
C[C@@H]1CN([C@H](C)CO)C(=O)CCCn2nncc2CO[C@H]1CN(C)C(=O)c1cc(-c2ccccc2)on1	-3.1	-6.6

Carrying on.
Below each compound – DAGLB inh, PKA-R2B act
- O=C1CCCCC1C(O)(C(=O)c1ccccc1)c1ccccc1 (centres undefined)
    -4.5, 4.5
- Cc1cc(S(=O)(=O)N2CCCCC2CCNC(=O)C(=O)NCCN2CCOCC2)ccc1F (centres undefined)
    -6.9, 1.1
- COCc1ccc(CN2CCC(n3nccc3NC(=O)c3ccc4c(c3)OCO4)CC2)o1
    -4.3, -9.3
- COc1ccc(S(=O)(=O)N(C)C)cc1NC(=O)COC(=O)c1n[nH]c2ccccc12
    -0.7, 3.7
- CC(=O)Nc1cccc(C(=O)OCC(=O)NC(=O)NC2CCCC2)c1
    -4.3, 0.3
- COc1cc(C(=O)N(C(C)C)C2CCCCC2)cc(OC)c1OC
    -0.6, 2.3
- C#CCOCC1CN(c2ccccc2)C(=O)O1 (centres undefined)
    -3.3, -3.4
- CCN(CC)C(=O)C1=C(C)N(CCCN2CCCC2=O)C(=O)C(CC(=O)NCc2ccco2)C1 (centres undefined)
    -3.9, 3.8
- COc1cccc(/C=C2\SC(=S)N(CCCC(=O)Nc3cccc(C(=O)O)c3)C2=O)c1
    8.4, -12.0
- CC(C)N(Cc1ccccc1)S(=O)(=O)c1ccc(-n2cccn2)cc1
    -7.4, -7.0
- O=C1CSC(=S)N1N=Cc1c[nH]c2ccc(Br)cc12
    -4.7, 2.3
- CCc1ccccc1NC(=O)CNC(=O)c1ccc(S(=O)(=O)NCc2ccco2)cc1
    -1.6, -10.0
- COc1ccc(NC(=O)c2ccc(NC(=O)CN3CCN(c4ccccc4O)CC3)cc2)cc1
    0.8, 2.5
- C#CCOCC1CN(C)C(=O)O1 (centres undefined)
    -2.5, -2.9
- C[C@@H]1CCCCO[C@H](CN(C)Cc2ccccc2)[C@@H](C)CN([C@H](C)CO)C(=O)c2cc(NC(=O)c3ccccc3)ccc2O1
    -2.9, 10.3
- CC1C(=O)N(Cc2cn(CCC3OCCCO3)nn2)CCS(=O)(=O)N1Cc1ccc(-c2cccc(CO)c2)cc1 (centres undefined)
    -2.3, -0.2
- C#CCN(C[C@H]1[C@H](OC(=O)NCc2ccc(OC)c(OC)c2)[C@H](OC(=O)NCc2ccc(OC)c(OC)c2)C[C@@H](C(=O)OC)[C@H]1C(=O)OC)S(=O)(=O)c1ccc(C)cc1
    1.3, -5.6
- CS(=O)(=O)c1cc(C(=O)O)cc(NCc2ccccc2)c1Oc1ccccc1
    2.8, -0.9
- COc1ccc(NC(=O)CSc2nnnn2C2CCCC2)cc1S(=O)(=O)N1CCOCC1
    0.4, 7.8
- Cc1noc(C)c1C(=O)OC(C)C(=O)c1ccc(C(C)(C)C)cc1 (centres undefined)
    -2.6, 8.0
- C[C@@H]1CN([C@@H](C)CO)C(=O)CCCn2nncc2CO[C@@H]1CN(C)C(=O)Cc1ccccc1
    0.5, -5.9
- Clc1ccc2nc(-c3ccccc3)c(Cc3ccccc3)n2c1
    -4.1, 1.6
- CN(Cc1ccc(Cl)c(Cl)c1)C(=O)C1CC(=O)N(c2ccc3c(c2)OCCO3)C1 (centres undefined)
    -6.2, 3.7
- O=C(CN1C(=O)NC2(CCCCCC2)C1=O)Nc1ccc(OC(F)(F)F)cc1
    0.7, -3.1
- CCCCCCN1C[C@H](O)[C@@H](n2cc(C3CC3)nn2)C[C@@H]1c1ccc(OC)cc1
    -2.8, 8.5
- Cc1ccc([C@H]2C[C@H](n3cc(C4CC4)nn3)[C@@H](O)CN2Cc2cccs2)cc1
    -2.6, -5.3
- CCN1C(=O)[C@H]2[C@@H](c3ccc(C)cc3)N[C@]3(CCCN(Cc4ccc(F)cc4)C3=O)[C@H]2C1=O
    6.5, -4.9
- C[C@@H]1CN([C@@H](C)CO)C(=O)c2cc(C3=CCCCC3)cnc2O[C@H]1CN(C)C(=O)Nc1cccc(F)c1
    -3.4, 0.2
- Cc1ccc(S(=O)(=O)N2C[C@H]3[C@H]4C(=O)N(c5ccccc5)C(=O)[C@H]4C[C@H](OC(=O)NCc4ccccc4F)[C@@]3(O)C2)cc1
    0.2, -2.7
- C=C(C)c1cccc(C(C)(C)NC(=O)N2CCN(C(=O)OCC)CC2)c1
    0.3, -1.7
- CCc1ccc(NC(=O)CSc2nc(C)cs2)cc1
    -3.7, -12.9
- COc1ccc(-n2nc3c(c2NC(=O)COc2ccccc2OC)CS(=O)(=O)C3)cc1
    1.2, 3.8
- COc1ccc(CCNC(=O)CCCn2c(=S)[nH]c3ccsc3c2=O)cc1OC
    -1.0, 0.1
- Cc1cc(C)c2cc(C#N)c(NCCCNC(=O)c3ccncc3)nc2c1
    1.4, 0.6
- CC(=O)N(C)C[C@H]1Oc2ncc(Br)cc2C(=O)N([C@H](C)CO)C[C@@H]1C
    5.0, -1.7
- CN(C)CCC1(c2ccccc2)CCN(C)C1=O (centres undefined)
    0.3, -4.6
- COC1=C(Br)C(=O)c2nc(C)ccc2C1=O
    -4.8, 6.2
- N#CC(=Cc1ccnc2ccccc12)c1ccccc1
    0.5, 0.2
